From PubChem
BAP1 inh – inhibitors of human BAP1 deubiquitinase; actives 0.48% (n = 72,000); Q92560; recombinant BAP1, Ub-AMC hydrolysis fluorescence kinetic; stronger effect = lower value; AID 436; activity remaining (% of control), % at 20 µM;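 active = activity remaining at or below 50% of control, provided the compound also passes the data quality filters; inactive = the rest, including low values that fail the filters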;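 note: 100% = DMSO wells rate and 0% = substrate alone blank rate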
Target sequence (Q92560 whole entry, looked up): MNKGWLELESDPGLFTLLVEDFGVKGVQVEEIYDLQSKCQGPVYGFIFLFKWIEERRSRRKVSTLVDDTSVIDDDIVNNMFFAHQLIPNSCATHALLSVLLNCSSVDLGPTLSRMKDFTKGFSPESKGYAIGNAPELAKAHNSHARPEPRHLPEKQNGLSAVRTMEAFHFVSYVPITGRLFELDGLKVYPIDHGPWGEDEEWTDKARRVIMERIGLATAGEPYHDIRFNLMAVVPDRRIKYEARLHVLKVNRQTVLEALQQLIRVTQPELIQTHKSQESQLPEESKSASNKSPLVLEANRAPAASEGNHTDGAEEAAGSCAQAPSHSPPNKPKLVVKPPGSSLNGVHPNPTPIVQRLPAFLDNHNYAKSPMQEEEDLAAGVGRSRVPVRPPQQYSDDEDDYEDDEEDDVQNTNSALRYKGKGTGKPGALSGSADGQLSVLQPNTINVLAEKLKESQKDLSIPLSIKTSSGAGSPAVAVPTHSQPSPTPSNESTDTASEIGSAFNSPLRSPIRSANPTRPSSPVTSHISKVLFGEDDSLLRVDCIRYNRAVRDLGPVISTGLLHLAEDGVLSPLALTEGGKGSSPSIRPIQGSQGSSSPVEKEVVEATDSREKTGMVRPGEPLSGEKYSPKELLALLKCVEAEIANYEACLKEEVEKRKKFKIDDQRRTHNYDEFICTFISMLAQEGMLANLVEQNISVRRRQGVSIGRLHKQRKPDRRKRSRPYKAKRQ
HePTP inh – inhibitors of human HePTP phosphatase. P35236. recombinant HePTP phosphatase activity, OD absorbance. inhibition, % at 20 µM. actives 0.64% (n = 110,000); in the data active = inhibition above about 50%;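 note: plate controls were vehicle for no effect and reference inhibitor for full effect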
Target sequence (P35236 whole entry, looked up): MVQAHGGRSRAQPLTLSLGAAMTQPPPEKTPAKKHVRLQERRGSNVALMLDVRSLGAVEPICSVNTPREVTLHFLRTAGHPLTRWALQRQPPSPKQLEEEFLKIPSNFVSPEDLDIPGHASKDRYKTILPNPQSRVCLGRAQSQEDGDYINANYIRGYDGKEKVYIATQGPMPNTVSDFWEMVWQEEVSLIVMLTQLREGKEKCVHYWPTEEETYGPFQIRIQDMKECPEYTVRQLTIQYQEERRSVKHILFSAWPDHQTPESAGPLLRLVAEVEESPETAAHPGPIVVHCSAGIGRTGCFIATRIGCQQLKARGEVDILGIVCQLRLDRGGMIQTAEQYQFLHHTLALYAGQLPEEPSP
* = called active by the depositor; nt = not tested or not shown; & = joins results of further samples.

Below each SMILES – BAP1 inh | HePTP inh
O=P(O)(CN1CCCCC1)C1CCCCC1O (stereo not drawn)
 : 99 | 2
O=C(O)Cn1nnc(-c2cccs2)n1
 : 103 | 5
COc1ccc(S(=O)(=O)NC2CC3CCC2C3)cc1Cl (stereo not drawn)
 : 173 | 6
CCN(CC)c1ccc(NC(=S)Nc2ccc(F)cc2)cc1
 : nt | 10
CCOC(=O)c1ccc(-c2coc3cc(OC(C)=O)c(CC)cc3c2=O)o1
 : 59 | nt
Cc1cc(Cl)ccc1OCC(=O)NC1CC(C)(C)NC(C)(C)C1
 : nt | -3
O=C(ON1C(=O)C2C3c4ccccc4C(c4ccccc43)C2C1=O)c1ccccc1 (stereo not drawn)
 : nt | 5
CCOc1cc(-c2nc3ccccc3c(=O)[nH]2)cc(Br)c1O
 : nt | 1
Cc1ccc(C(=O)Nc2c(C(C)C)cccc2C(C)C)cc1[N+](=O)[O-]
 : nt | -2
Cc1cc(C)nc(SCC(=O)N2c3ccccc3-c3c(ssc3=S)C2(C)C)n1
 : nt | 6
COc1ccc(NC(=O)CN2CCC3(O)CCCCC3C2c2ccccc2OC)cc1 (stereo not drawn)
 : 102 | 11
CCCN1C(=O)c2ccccc2NC1c1ccc(OC)cc1O (stereo not drawn)
 : nt | -3
N#CC1=C2SCN(c3ccc(F)cc3)CN2C(=O)CC1c1cccc(F)c1 (stereo not drawn)
 : 82 | 5
CCOc1ccc2cc(C#N)c(SCC(=O)NC(C)CC)nc2c1 (stereo not drawn)
 : nt | 6
CC(C)(C)c1cnnn1-c1ccc(NC(=O)c2ccc(Br)o2)cc1
 : 88 | 14
CN1C(=O)C(=Cc2ccc(-c3ccc(Cl)c(C(=O)O)c3)o2)C(=O)N(C)C1=O
 : nt | 8
Fc1ccccc1CSc1nnc(-c2cnccn2)n1Cc1ccco1
 : 100 | 5
Cc1nc(SC2C=CS(=O)(=O)C2)n[nH]1 (stereo not drawn)
 : 151 | -1
Cc1[nH]c(=O)[nH]c(=O)c1S(=O)(=O)N1CCCC(C(=O)N2CCC(Cc3ccccc3)CC2)C1 (stereo not drawn)
 : 102 | -9
CC(C)n1c(C(=O)OCC(=O)NCc2ccc3c(c2)OCO3)cc2occc21
 : 96 | 0
O=C(O)C1=CCNCC1
 : 94 | nt
CC(C)(C)c1cc(C(=O)N/N=C/c2cc(C(C)(C)C)c(O)c(C(C)(C)C)c2)n[nH]1
 : nt | 4
N#Cc1c(-c2ccco2)nc(SCc2ccc(F)cc2)[nH]c1=O
 : 117 | 4
Cc1ccc2oc(-c3cc(NC(=O)c4ccco4)ccc3O)nc2c1
 : 65 | nt
O=C(Cn1c(O)c(N=NC(=O)C(=O)Nc2cccc([N+](=O)[O-])c2)c2ccccc21)Nc1ccccc1
 : nt | -1
CCOC(=O)N1CCC(NC(=O)c2cc(S(=O)(=O)N3CCOCC3)ccc2F)CC1
 : 96 | 2
OC1CCC2OC1CCC2O (stereo not drawn)
 : 108 | nt
Cn1c(SCc2nc3ccccc3n2CCO)nc2ccccc21
 : 118 | 1
Cc1ccc(-c2cc(C(=O)N/N=C/C=C/c3ccccc3)[nH]n2)cc1
 : nt | -4
N#Cc1c2c(c(-n3ccnc3)n3c1nc1ccccc13)CCC2
 : 144 | nt
CC(=O)c1ccc(N(C)C)c2c(N(C)C)cccc12
 : 82 | 6
CCN(CC)CC(=O)Nc1ccc2c(c1)Nc1ccccc1CC2
 : 98 | 4
CCS/C(=N/Nc1ccc(C)cc1)C(C)=O
 : nt | 1
CCOC(=O)C1CCCN(C(=O)c2ccc3c(=O)n(CCOC)c(=S)[nH]c3c2)C1 (stereo not drawn)
 : 97 | 20
O=S(=O)(c1cccs1)N1CCN(C/C=C/c2ccccc2)CC1
 : 97 | 0
CCOC(=O)c1csc(NC(=O)CSc2nnc(C3CC3)n2C)n1
 : 83 | 8
CC1Cc2ccccc2N1C(=O)CSc1nnc(CSc2ncccn2)n1C (stereo not drawn)
 : 101 | 6
CCOC(=O)c1cccc(NC(=O)Cn2c(CC(=O)NC)nc3ccccc32)c1
 : 57 | 8
CCCCNC(=O)C1CCN(S(=O)(=O)c2cnc[nH]2)CC1
 : 109 | -6
N=c1nc(N)nc2n1NC(c1ccc(Cl)cc1)=CS2
 : nt | 1
COC(=O)c1c(NC(C)=O)sc2c1CCCC2
 : 87 | 1
C/C(=N\N1C(=O)c2ccccc2C1=O)c1cccc([N+](=O)[O-])c1
 : nt | 4
CCN(CC)Cc1nc2c(c(=O)[nH]1)C1(CCCCC1)Cc1ccccc1-2
 : nt | 9
CCOc1cc(C(=O)NCc2ccco2)cc(OCC)c1OCC
 : nt | -16
COc1cccc(C(=O)OCCN2C(=O)c3ccccc3C2=O)c1OC
 : 104 | -4
N#C/C(=C/c1ccc(/C=C(\C#N)C(N)=O)cc1)C(N)=O
 : nt | 11
Cc1cc(C)c(NC(=O)OCCN2CCOCC2)c(C)c1
 : 81 | 17
COc1ccc(N2CCN(CC(=O)Nc3nnc(-c4ccccc4)s3)CC2)cc1
 : 99 | 1
O=C(c1cccs1)N1CCN(C2CCCCC2)CC1
 : 94 | 1
Cc1cccc(C)c1NC(=O)C1(N2CCN(C(=O)c3ccco3)CC2)CCCCC1
 : 88 | 7
Cc1ccc(N2CCN(S(=O)(=O)c3ccc(C)cc3)CC2)cc1
 : nt | -12
COc1ccc(CCN2C(=O)c3cccnc3C2=O)cc1OC
 : 122 | 7
O=C(CCC1COc2ccccc2O1)Nc1ccccn1 (stereo not drawn)
 : 52 | 0
COc1cc(Cl)c(C)cc1NC(=O)CSc1nnc(-c2cccnc2)n1Cc1ccco1
 : nt | -6
CCOC(=O)C1CCN(C(=O)CCn2c(=O)[nH]c3ccccc3c2=O)CC1
 : 109 | 2
CCc1cccc(CC)c1-n1c(CNC(=O)COc2ccccc2)n[nH]c1=S
 : 98 | nt
CCCN(CCC)C(=O)c1cnn(-c2ccccc2)c1NC(=O)c1cccc(F)c1
 : nt | 7
O=C(Cn1c(O)c(N=NC(=O)c2ccc([N+](=O)[O-])cc2)c2ccccc21)Nc1ccccc1
 : nt | -32
Cc1ccccc1-n1nc2c(c1NC(=O)c1ccc(Br)cc1)CSC2
 : 171 | nt
Cc1ccc(CCn2c3c(c4ccccc42)CN(C)CC3)cn1
 : 97 | -6

Rewritten tab-delimited: 3 of the compounds above.
molecule	BAP1 inh	HePTP inh
COC(=O)c1c(NC(C)=O)sc2c1CCCC2	87	1
C/C(=N\N1C(=O)c2ccccc2C1=O)c1cccc([N+](=O)[O-])c1	nt	4
CCN(CC)Cc1nc2c(c(=O)[nH]1)C1(CCCCC1)Cc1ccccc1-2	nt	9

Next compounds follow.
Below each SMILES – BAP1 inh | HePTP inh
COc1ccc(-c2cc(=O)oc3c(C)c(O)c(CN(C)C)cc23)cc1
 : 92 | 11
Clc1ccc2c(N3CCCC3)ccnc2c1
 : nt | 8
CCC(=O)OCC(=O)c1c(N)n(Cc2ccccc2)c(=O)n(C)c1=O
 : 111 | 0
CC(C)=C1SC(N2CCN(Cc3ccccc3)CC2)=NC1=O
 : 90 | -3
Cc1ccc(-n2nc3ccc(N)cc3n2)cc1
 : 146 | 8
CCOC(=O)c1cnc2c(-c3ccccc3)c(C)nn2c1C
 : nt | 4
CC(C)c1ccc(NC(=O)CCC(=O)O)cc1
 : 144 | nt
O=C(c1ccc2c(c1)C(=O)N(c1ccc(Cl)cc1)C2=O)N1CCN(c2ccccn2)CC1
 : 63 | 0
Cc1nnc(NC(=O)c2oc3cc(C)c(C)cc3c2C)s1
 : 78 | -6
O=C(CN1C(=O)CCC1=O)Nc1nc(-c2nc3ccccc3s2)cs1
 : 77 | 5
CC(=O)C1=C(O)CC(C)(C)CC1=Nc1ccc(N)cc1
 : nt | 0
C=CCNC(=O)CN(c1ccc(Cl)cc1)S(C)(=O)=O
 : nt | -13
COC(=O)c1cc2oc(C)cc2n1CC(=O)Nc1ccc(OC)c(OC)c1OC
 : 98 | -14
Cc1cc(NS(=O)(=O)Cc2ccccc2)cc(C)c1OCC(=O)N1CCOCC1
 : nt | 3
CCc1nc(SCC(=O)Nc2ccccc2C(=O)OC)n[nH]1
 : 86 | 1
Cn1c(SCC(=O)O)nnc1C1CCCCC1
 : 101 | 2
CCCS(=O)(=O)N1CCCC(C(=O)N2CCN(c3ccccc3)CC2)C1 (stereo not drawn)
 : 91 | 4
O=C(Oc1ccc(N(C(=O)c2ccncc2)S(=O)(=O)c2ccccc2)c2ccccc12)c1ccncc1
 : 155 | nt
COc1cc(OC)cc(C(=O)NC2CCN(Cc3nnnn3Cc3cccs3)CC2)c1
 : 89 | 3
CC(=O)Nc1ccc(NC(=O)CSc2nnc(C3CC3)n2C)cc1
 : 101 | 5
Cc1cccc(C(=O)N2CCN(Cc3ccccc3)CC2)c1
 : nt | 6
O=C(NC(NC(=S)Nc1cccc(O)c1)C(Cl)(Cl)Cl)c1cccc([N+](=O)[O-])c1 (stereo not drawn)
 : nt | 10
CCOC(=O)c1sc(C)c2c(=O)n(CCc3ccccc3)nnc12
 : nt | -3
CN(C)c1cccc(C(=O)n2cc(C(=O)c3cc(F)ccc3O)cn2)c1
 : 456 | 8
CC1=NN(c2cccc(F)c2)C(=O)/C1=C\c1ccc(N(C)C)cc1
 : nt | 6
O=C(OCC(=O)N1CCc2ccccc21)c1ccccc1
 : 107 | 7
Cc1ccc(NC(=S)NC(=O)/C=C/c2ccccc2)cc1NC(=O)c1ccccc1
 : nt | 0
CSc1ccccc1NC(=O)CN(c1cc(C)cc(C)c1)S(C)(=O)=O
 : 117 | 9
CCOC(=O)N1CCN(C(=O)C(NC(=O)C2CCC(C)CC2)C(C)C)CC1 (stereo not drawn)
 : nt | -3
COc1ccc(OCC(=O)NCc2ccc3c(c2)OCO3)cc1
 : nt | -7
Cc1ccc(N(CC(=O)NCCc2ccccc2)S(C)(=O)=O)cc1Cl
 : nt | 4
Cc1ccc(-c2nc3ccccn3c2NC(=O)c2ccco2)cc1
 : nt | 3
O=C(NC1CCS(=O)(=O)C1)c1cnccn1 (stereo not drawn)
 : 124 | 0
CCOC(=O)c1cnc(SC2CC(=O)N(c3cccc(OC)c3)C2=O)nc1N (stereo not drawn)
 : 85 | 6
N#C/C=C\Oc1ccc(Cl)cc1N
 : 65 | -7
c1coc(-c2nc3c4c5c(sc4ncn3n2)CCCC5)c1
 : 70 | 8
O=C(COc1cccc(C(F)(F)F)c1)Nc1ccc(S(=O)(=O)N2CCCC2)cc1
 : 92 | 9
O=C(CS(=O)(=O)Cc1ccccc1)N1CCN(C(=O)c2ccco2)CC1
 : 58 | -8
N#CCOc1ccccc1/C=C1/SC(=S)NC1=O
 : nt | 0
Cc1nnc(SCCc2ccccc2)[nH]c1=O
 : 74 | -4
CCOC(=O)CNC(c1ccccc1)c1cc(Br)ccc1NC(=O)OCC (stereo not drawn)
 : nt | 5
CCCCc1cc(=O)oc2c(CN3CCCC3)c(O)c(Cl)cc12
 : nt | 5
CC(NC(=O)C(=O)Nc1ccccc1F)c1ccccc1 (stereo not drawn)
 : nt | -2
c1ccc(-n2c(-c3ccncc3)nnc2-c2cccs2)cc1
 : 93 | 1
C=CCS(=O)(=O)Nc1cccc2ccccc12
 : nt | 2
CCOC(=O)C(C)OC(=O)c1ccc([N+](=O)[O-])cc1Cl (stereo not drawn)
 : 79 | nt
CCOC(=O)c1oc2ccccc2c1NC(=O)c1ccc(S(=O)(=O)N(C)C)cc1
 : 232 | 10
CC1(C)c2ccccc2N(CCO)C12C=Cc1cc(Br)ccc1O2 (stereo not drawn)
 : nt | -14
CC1C(=O)C(C)C(c2ccc3c(c2)OCO3)NC1c1ccc2c(c1)OCO2 (stereo not drawn)
 : 91 | 8&4
CCOC(=O)C1CCCN(c2nc3ccccc3nc2C(C#N)C(=O)OCC)C1 (stereo not drawn)
 : 65 | -7
COc1cc(OC)cc(-c2nc3nc(C)c(CCC(=O)NCc4ccco4)c(C)n3n2)c1
 : 92 | -10
CC1CCN(C(c2ccccc2)c2nnnn2C(C)(C)C)CC1 (stereo not drawn)
 : 102 | 3
Cc1ccc(C2CC(c3cccc(Cl)c3)n3nc(N)nc3N2)cc1 (stereo not drawn)
 : 82 | 6
Cn1c(=O)n(Cc2ccc(F)cc2)c(=O)c2c1nc1n2CCCN1C1CCCCC1
 : 132 | 6
CCN1C(C)=C(C(=O)OC)C(c2ccc([N+](=O)[O-])cc2)C(C(=O)OC)=C1C
 : nt | -1
O=C1C2CCCN2C(c2ccc(F)cc2)N1c1ccc(Cl)cc1 (stereo not drawn)
 : 95 | 6
CCOC(=O)CCc1c(C)nc2cc(-c3ccccc3OC)[nH]n2c1=O
 : 92 | 7
OCCCc1nc2ccccc2n1CCOc1ccccc1
 : 99 | 6
O=C(COc1ccccc1)Nc1cc(C(F)(F)F)cc(C(F)(F)F)c1
 : nt | -12
O=C(Nc1ccc(Cl)c(-c2nc3ccccc3[nH]2)c1)c1cccs1
 : nt | -16

Other structures follow:
Below each SMILES – BAP1 inh | HePTP inh
CCCOc1ccc(Cc2c(O)nc(N)[nH]c2=O)cc1C
 : nt | 6
O=c1oc2cc(O)ccc2c2oc3cc(O)ccc3c12
 : nt | 9
Cc1cccc(C(=O)NNC(=O)c2ccc(Cl)cc2)c1O
 : nt | -3
CCOc1ccc(Cn2nnc(C(=O)Nc3cc(C)cc(C)c3)c2N)cc1
 : 95 | 4
CC(Oc1ccc2c3c(c(=O)oc2c1)CCC3)c1ccccc1 (stereo not drawn)
 : nt | 4
COc1cccc(C2CC(c3ccccc3C)n3nc(N)nc3N2)c1 (stereo not drawn)
 : 93 | 4
CCc1ccc2oc(=O)cc(CN3CCOCC3)c2c1
 : 74 | -2

Five compounds from above, ordered by the value under HePTP inh, high to low.
Below each SMILES – BAP1 inh | HePTP inh
O=c1oc2cc(O)ccc2c2oc3cc(O)ccc3c12
 : nt | 9
CCCOc1ccc(Cc2c(O)nc(N)[nH]c2=O)cc1C
 : nt | 6
CC(Oc1ccc2c3c(c(=O)oc2c1)CCC3)c1ccccc1 (stereo not drawn)
 : nt | 4
CCc1ccc2oc(=O)cc(CN3CCOCC3)c2c1
 : 74 | -2
Cc1cccc(C(=O)NNC(=O)c2ccc(Cl)cc2)c1O
 : nt | -3
